KCNQ2 inh – KCNQ2 channel blockers in CHO-K1 cells – cell-based, FluxOR thallium flux, B-score, primary screen (AID 2156) | O88943 | 20 min; hits give low values | B-score at 10 µM | hit rate 1.1% among 310,000;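 active means fluorescence ratio B-score at most minus 3 library SDs, with starting brightness B-score within 2 library SDs, cut at about -5.5 in these data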
STK33 kinase inh – blocks human STK33 kinase activity; purified STK33, MBP phosphorylation, ADP-Glo luminescence; inhibition, % at 10 µM; hit rate 0.073% among 320,000;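 active means inhibition at or above 25%, using the most active replicate where run in duplicate; inactive means inhibition below 25%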
Target sequence (Q9BYT3 whole entry, looked up): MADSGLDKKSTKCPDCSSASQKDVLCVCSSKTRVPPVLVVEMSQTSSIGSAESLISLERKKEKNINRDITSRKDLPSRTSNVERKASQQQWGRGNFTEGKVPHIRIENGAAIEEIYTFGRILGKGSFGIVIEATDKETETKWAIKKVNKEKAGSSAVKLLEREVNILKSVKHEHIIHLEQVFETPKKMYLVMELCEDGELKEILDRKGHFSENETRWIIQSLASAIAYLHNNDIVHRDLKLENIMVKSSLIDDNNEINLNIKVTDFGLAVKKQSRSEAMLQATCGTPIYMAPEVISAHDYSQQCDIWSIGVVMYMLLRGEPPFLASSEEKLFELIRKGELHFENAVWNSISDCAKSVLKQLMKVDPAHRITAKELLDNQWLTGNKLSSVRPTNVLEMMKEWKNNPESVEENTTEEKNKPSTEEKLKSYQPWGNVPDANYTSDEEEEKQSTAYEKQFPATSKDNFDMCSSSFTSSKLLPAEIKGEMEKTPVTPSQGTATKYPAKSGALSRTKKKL
OX1R antag – OX1R (human) antagonism; AID 485270; hit rate 1.8% among 330,000; O43613; OX1R-expressing cells, FRET antagonist read-out; inhibition, % at 6.6 µM; in the data active means inhibition mostly above about 38%, no sharp cut-off; inactive means mostly below about 40%;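 further: 0% = agonist challenge alone and 100% = reference antagonist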
Target sequence (O43613 whole entry, looked up): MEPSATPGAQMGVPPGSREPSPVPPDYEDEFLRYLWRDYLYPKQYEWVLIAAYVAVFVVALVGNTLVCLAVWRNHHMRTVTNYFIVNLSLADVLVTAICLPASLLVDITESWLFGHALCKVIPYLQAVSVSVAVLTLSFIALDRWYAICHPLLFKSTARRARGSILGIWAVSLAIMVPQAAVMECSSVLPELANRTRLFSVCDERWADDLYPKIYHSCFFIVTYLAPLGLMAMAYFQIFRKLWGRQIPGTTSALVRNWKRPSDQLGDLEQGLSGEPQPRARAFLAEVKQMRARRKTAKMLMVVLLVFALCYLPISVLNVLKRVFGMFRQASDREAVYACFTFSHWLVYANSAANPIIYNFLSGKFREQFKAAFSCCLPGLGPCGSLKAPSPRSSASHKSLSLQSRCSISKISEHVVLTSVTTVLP
An asterisk follows results filed as active; i = inactive; nt = not tested or not shown.

The line under a structure holds: KCNQ2 inh | STK33 kinase inh | OX1R antag
CCOC(=O)N1CCN(C(=O)c2ccccc2NC(=O)c2ccccc2Cl)CC1
  i | -1.9 | 18.0
O=c1c2c(nc3nc(NCc4ccc(Cl)cc4)[nH]n13)CCC2
  i | -0.4 | 28.8
O=C(CNC(=O)C12CC3CC(CC(C3)C1)C2)OCc1cc(=O)n2cc(Br)ccc2n1
  i | -2.3 | 10.5
CCn1nc(NC(C)=O)c2cc3cccc(C)c3nc21
  i | -0.6 | 0.1
Cc1noc(C)c1NC(=O)N(C)C[C@@H]1Oc2ccc(NC(=O)Cc3cn(C)c4ccccc34)cc2CC(=O)N([C@H](C)CO)C[C@@H]1C
  nt | -0.8 | 5.4
COc1ccc(NC(=O)CN2CCCC(C)C2)c([N+](=O)[O-])c1 (stereo not drawn)
  i | -0.7 | 20.3
CC(C)Sc1nnc([C@H](C)NC(=O)OC(C)(C)C)o1
  i | -2.8 | 11.1
CC1CCCN(CCCNC(=O)c2ccc3c(c2)N(Cc2ccccc2F)C(=O)c2ccccc2S3(=O)=O)C1 (stereo not drawn)
  i | -0.3 | 10.5
O=C(CNS(=O)(=O)c1ccc(Br)s1)NCc1ccc(F)cc1
  -5.88* | 1.0 | 8.6
S=c1[nH]c2cc(-c3ccccc3)ccc2o1
  i | 0.0 | 15.1
CNC(=O)CSc1nc2nn(-c3ccccc3)c(=O)c-2c2n1CCCCC2
  i | -1.2 | 26.0
CN(Cc1ccccc1)C(=O)C1CCN(Cc2ccc(F)cc2)CC1
  i | -1.0 | 25.7
O=C(CCN1C(=O)c2ccccc2C1=O)NCc1ccc(Cl)cc1
  i | 1.6 | 20.3
COC(=O)c1sc(-c2cccs2)cc1NC(=O)/C=C/C(=O)O
  i | 0.2 | 25.0
Cc1cccc(N2CCN(C(=O)C(C)n3nc(C)n4c(cc5occc54)c3=O)CC2)c1C (stereo not drawn)
  -6.11* | -1.2 | 19.1
O=C(CSc1n[nH]c(-c2cccs2)n1)N1CCCCC1
  i | 0.7 | 4.3
COc1cc2c(cc1OC)C(C)N(C(=O)Nc1cc(C)cc(C)c1)CC2 (stereo not drawn)
  i | 0.5 | 9.6
NS(=O)(=O)c1ccc(NC(=O)COc2cccc3ccccc23)cc1
  i | -0.2 | 8.3
COC(=O)c1ccc(S(=O)(=O)N(CCO)Cc2ccccc2)n1C
  i | -0.5 | 1.0
NNc1nc(-c2ccccc2Cl)nc2sc3c(c12)CCCC3
  i | -1.3 | 15.8
Cc1cccc(C(=O)N2CCc3cc(-c4nc(NC(=O)CN5CCCC5)sc4C)ccc32)c1
  i | 0.2 | 14.8
O=C(NCc1ccco1)C1CCCN(S(=O)(=O)c2ccc(Cl)cc2)C1 (stereo not drawn)
  i | -0.4 | 6.4
O=C(CSc1ccccn1)Nc1ccc(F)c([N+](=O)[O-])c1
  i | -0.3 | 28.5
COC(=O)c1cccn(CC(=O)c2ccc(Cl)cc2)c1=O
  i | -2.5 | 2.2
CC(=O)Nc1cccc(NC(=O)CSc2nnc3ccc(-c4ccncc4)nn23)c1
  i | -0.7 | 67.0*
Cn1cc2c(=O)n(/N=C/c3ccccc3)cnc2n1
  i | 1.1 | 11.8
NC(=O)c1ccccc1NC(=O)CCN1C(=O)c2ccccc2C1=O
  i | -3.5 | 1.7
O=C(c1ccc(Cl)c([N+](=O)[O-])c1)N1CCN(c2ccccc2)CC1
  i | nt | 26.1
Cc1ccccc1NC(=S)NC1CCCC1
  i | nt | 10.0
COc1cc(C)c(Br)cc1S(=O)(=O)NCCCN1CCOCC1
  i | 0.3 | 5.5
CCc1noc(C)c1C(=O)Oc1ccc(N(C)S(=O)(=O)c2ccccc2)cc1
  i | -3.0 | 23.2
CCCCOc1ccc(C(=O)NCC(=O)NCC(c2ccc(OC)cc2)N2CCCC2)cc1 (stereo not drawn)
  i | -1.0 | 6.6
CC1CCC(N2CCN(C(=O)c3ccccc3F)CC2)CC1 (stereo not drawn)
  i | -1.5 | 15.7
O=C(Nc1cccs1)N1CCN(c2ncccn2)CC1
  i | -1.1 | -3.1
Cn1c(SCC(=O)Nc2ccc3c(c2)oc2ccccc23)nnc1-c1ccccc1
  i | -1.1 | 35.4
CC1CCN(CCCNC(=O)CCc2nnc3n(CCc4ccccc4)c(=O)c4ccccc4n23)CC1
  i | -2.3 | 5.5
Cn1c(SCc2cc(=O)n3cc(Br)ccc3n2)nnc1C1COc2ccccc2O1 (stereo not drawn)
  i | 0.5 | 17.2
CCN1CCCC1Cn1cnc2c([nH]c3ccc(OC)cc32)c1=O (stereo not drawn)
  i | -1.1 | 19.6
CCCCCCCCCCCCN1C/C(=C\C(=O)OCC)c2ccccc2S1(=O)=O
  i | -1.0 | 18.6
CCCc1nc(-c2ccc(-c3ccc(F)cc3)cc2)no1
  i | -0.2 | 12.2
CCCN(CCC)Cc1c(C(=O)N/N=C/c2cccs2)nnn1-c1nonc1N
  i | -1.5 | 5.7
Cc1ccc(NC(=O)Cn2cncc2-c2ccc([N+](=O)[O-])cc2)cc1C
  i | -0.8 | 46.0
O=C(COC(=O)c1cccnc1Cl)NCc1ccc2c(c1)OCO2
  i | -1.0 | 9.1
C=CCn1cccc(C(=O)Nc2ccc(OC)cc2)c1=O
  i | 4.8 | 19.6
CC1CCCN(C(=O)CSc2nnc(-c3cccnc3)n2C2CCCCC2)C1 (stereo not drawn)
  i | -1.7 | 15.8
O=C(c1cc(COc2ccc3ncccc3c2)on1)N1CCCC(O)C1 (stereo not drawn)
  i | -0.1 | 29.4
CCC(=O)Nc1ccccc1-c1nc2ccccc2[nH]c1=O
  i | -14.0 | nt
CCCCc1nc2c(=O)[nH]c3ccccc3c2o1
  i | -2.0 | 3.9
CCN(CC)CCOC(=O)C(Cc1ccco1)Cc1cccc2ccccc12 (stereo not drawn)
  i | 0.6 | 17.9
O=C(Nc1cccnc1)c1ccc2nc(-c3ccccc3)c(-c3ccccc3)nc2c1
  i | -0.7 | 25.2
Cc1ccc(-n2c(SCC(=O)O)nc3sc4c(c3c2=O)CCCC4)cc1
  i | -0.4 | 10.2
CC(NC(=O)c1cc(-c2ccc(Br)cc2)on1)c1ccccc1 (stereo not drawn)
  i | 0.0 | 2.0
COc1ccc(-n2nc3c(c2NC(=O)C2CCCC2)CS(=O)C3)cc1 (stereo not drawn)
  i | nt | 10.6
CCCC1(C(=O)OCC)NC(c2ccc(N(C)C)cc2)C2C(=O)N(c3ccccc3)C(=O)C21 (stereo not drawn)
  i | 0.6 | 12.7
COc1cccc(-n2nc3c(=O)n(Cc4ccccc4Cl)nc(C)c3c2C)c1
  i | -2.3 | 6.9
Cn1ncc2nnn(-c3ccccc3)c(=O)c21
  i | 0.9 | 18.7
O=C(CSc1nc2nc(-c3cccs3)cc(C(F)(F)F)c2c(=O)[nH]1)C(F)(F)F
  i | 0.2 | 13.5
O=C(NCc1ccccc1)c1ccc(Br)cc1Br
  i | -1.2 | 13.2
CC1=CC(C)(C)N2C(=O)C3(SCC(=O)N3c3ccc(F)cc3)c3cc(C)cc1c32 (stereo not drawn)
  -6.04* | -0.1 | 7.0
Cc1ccc(/C=C/C(=O)Nc2cc(S(=O)(=O)N3CCCCCC3)ccc2OCC(F)(F)F)o1
  i | 0.7 | 2.6

Next part:
The line under a structure holds: KCNQ2 inh | STK33 kinase inh | OX1R antag
CN(CC(=O)Nc1ccccc1F)S(=O)(=O)c1ccc2c(c1)n(C)c(=O)c(=O)n2C
  i | 0.0 | 8.0
Clc1ccc(Cn2cc(/C=N/n3cnnc3)c3ccccc32)cc1
  i | -0.5 | 23.3
CC(NC(=S)Nc1ccc(OC(F)F)cc1)c1ccc(F)cc1 (stereo not drawn)
  i | -1.0 | 0.4
COc1ccc(C(=O)COC(=O)C(O)c2ccccc2)c(OC)c1 (stereo not drawn)
  nt | -0.1 | 3.5
COc1cc(C2CC(=O)Oc3c(C(CCN4CCN(c5ccccc5)CC4)c4ccc(N(C)C)cc4)c(OC)cc(OC)c32)cc(OC)c1OC (stereo not drawn)
  i | -0.3 | 17.2
Cc1cc(=O)n(CC(C)O)c(O)c1C#N (stereo not drawn)
  i | -0.4 | 38.2
CC(=O)N1CCc2cc(N=NC3=C(O)CCCC3=O)ccc21
  i | -0.3 | 151.9*
O=C(Cn1ccc([N+](=O)[O-])n1)NCc1ccccc1
  i | -0.7 | 1.6
O=C(COC(=O)c1ccc(Cl)nc1)c1ccc2c(c1)OCCO2
  i | -1.3 | 17.6
Cn1c(CSc2ncccn2)nnc1SCC(=O)N1CCCCCC1
  i | -0.4 | 10.6
CCCCN(C)CCNC(=O)CN1C(=O)CSc2ccc(S(=O)(=O)N3CCCC3)cc21
  i | -0.7 | 5.9
CC(C)c1ccc(NC(=S)N2CCN(S(=O)(=O)c3ccccc3)CC2)cc1
  i | -0.7 | 20.6
Cc1ccc(C)c(C(C)NC(=O)CC#N)c1 (stereo not drawn)
  i | 0.8 | 4.4
S=C1NC2=C(CCC/C2=C\c2ccccc2)C(c2ccccc2)N1 (stereo not drawn)
  i | -0.6 | 10.1
O=C(NNc1nc(=O)c2cccnc2s1)c1ccccc1O
  i | -1.1 | 18.5
Cc1nnc(SCC(=O)Nc2sc3c(c2C#N)CCCC3)[nH]c1=O
  i | 1.1 | 38.6
CCCCn1c(N)c(N(Cc2ccccc2OC)C(=O)C(C)Oc2ccc(F)cc2)c(=O)[nH]c1=O (stereo not drawn)
  i | -2.1 | 9.2
C=CCn1c(C)cc(C(=O)COC(=O)C2CC(=O)N(Cc3ccccc3)C2)c1C (stereo not drawn)
  i | -0.3 | 17.1
COc1ccc(/C=C/C(=O)c2ccc[nH]2)c(OC)c1OC
  i | 6.2 | 23.6
COc1ccc(C2/C(=C(/O)c3ccc(C)cc3)C(=O)C(=O)N2CC2CCCO2)cc1OC (stereo not drawn)
  i | -1.1 | 11.8
Cc1ccc2c(c1)NC(=O)C(CC(=O)NCCCN1CCCC1=O)O2 (stereo not drawn)
  i | 0.8 | 5.0
COc1ccc(N2C(=O)CC(N3CCCC4CCCCC43)C2=O)cc1 (stereo not drawn)
  i | -1.5 | 7.2
Cc1cc(C)c2c(NC(=S)NC(=O)c3ccccc3)nn(C)c2n1
  i | -1.1 | 5.0
COc1cccc(-c2nc(CS(=O)(=O)CC(=O)NCCCN3CCc4ccccc4C3)c(C)o2)c1
  i | -0.3 | 15.4
O=C(Nc1ncccc1Cl)c1ccc2c(c1)OCCO2
  i | 0.6 | -4.4
CC1CN(C(=O)Nc2ccccc2)c2ccccc2-[n+]2ccsc21 (stereo not drawn)
  i | nt | 13.0
Cc1cc(C)cc(C(=O)NC(CC(N)=O)c2ccc(NC3CCCCC3)c([N+](=O)[O-])c2)c1 (stereo not drawn)
  i | -0.1 | 5.7
c1ccc(C2=Nn3c(nnc3-c3ccncc3)SC2)cc1
  i | 1.0 | 20.6
COc1ccccc1/C=N/NC(=O)c1csc(C)c1C
  i | nt | 18.2
COCc1nc(-c2ccc(-c3ccccc3)nc2OC)no1
  i | 0.0 | 15.7
COc1ccc(C(=O)c2coc3c2C(=O)C(=O)c2ccccc2-3)cc1
  i | 2.4 | 41.5
CCCOc1ccc(C(=O)NCCC(=O)NCCCC(=O)O)cc1
  i | -0.8 | 8.7
CC1C[N+](=C2C=C(N3CCOCC3)CC(C)(C)C2)CC(C)O1 (stereo not drawn)
  i | -1.3 | 0.4
COc1cccc(NC(=O)CN(C)C(=O)c2ccc(-n3cncn3)c([N+](=O)[O-])c2)c1
  nt | -3.0 | 15.1
Cc1nc(NC(=O)c2ccncc2)sc1C(=O)N(C)C
  i | 0.6 | 25.1
CS(=O)(=O)N1CCN(c2ccccc2NC(=O)c2ccc3ccccc3c2)CC1
  i | -2.0 | 25.4
O=C(NCc1ccccn1)C1CCN(Cc2cnn(-c3ccccc3)c2-n2cccc2)CC1
  i | -2.5 | 6.6
CC1CCc2c(sc(NC(=O)CN3CCN(C(=O)c4ccco4)CC3)c2C#N)C1 (stereo not drawn)
  i | -0.4 | 13.0
Cc1ccc(C)c(S(=O)(=O)NC(C)C(=O)Nc2ccc(-c3nc4ccccc4s3)cc2)c1 (stereo not drawn)
  i | 0.2 | 13.8
Cc1ccc(-c2c3c(=O)n(C)c(=O)n(C)c3cn2Cc2ccccn2)cc1
  i | 1.3 | 19.6
CCOc1nc(NCCc2ccc(OC)c(OC)c2)nc(N2CCN(c3ccc(OC)cc3)CC2)n1
  i | -1.3 | 5.4
Cc1ccc(OCC(=O)Nc2ccc(N3CCN(C(=O)c4ccco4)CC3)cc2)c(C)c1
  i | -1.4 | 9.9
Cc1ccc(C(=O)NCC(=O)OCC(=O)Nc2ccc(Cl)cn2)cc1
  nt | -0.7 | 2.8
COCCCNC1CS(=O)(=O)CC1O (stereo not drawn)
  i | -0.4 | 7.5
Cc1cccc(N(CC(N)=O)S(C)(=O)=O)c1C
  i | 5.5 | 21.6
C=CCNC(=O)c1cc(-c2ccccc2O)on1
  i | -0.6 | 12.9
CC(=O)C(Cc1ccccc1)(Cc1ccccc1)C(C)=O
  i | -1.6 | -7.8
CN(C)/C=N/NC(=O)c1ccccc1Cl
  i | -0.7 | 8.3

Retrieved one by one from above (five):
The line under a structure holds: KCNQ2 inh | STK33 kinase inh | OX1R antag
Cc1ccc(C(=O)NCC(=O)OCC(=O)Nc2ccc(Cl)cn2)cc1
  nt | -0.7 | 2.8
CC(=O)C(Cc1ccccc1)(Cc1ccccc1)C(C)=O
  i | -1.6 | -7.8
C=CCNC(=O)c1cc(-c2ccccc2O)on1
  i | -0.6 | 12.9
CN(C)/C=N/NC(=O)c1ccccc1Cl
  i | -0.7 | 8.3
COCCCNC1CS(=O)(=O)CC1O (stereo not drawn)
  i | -0.4 | 7.5

Bioassay records deposited in PubChem by several laboratories.
